Compound activity deposited in PubChem by Broad Institute.
S100A4 inh HTS – inhibitors of human S100A4 binding to myosin IIA peptide; hit rate 0.14% among 360,000; AID 652163; inhibition, % at 10.7 µM; S100A4/TAMRA-MyoIIA peptide fluorescence polarization; P26447;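 active means mean inhibition of at least 70% across replicates, with every replicate also reaching that level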
Target sequence (P26447 whole entry, looked up): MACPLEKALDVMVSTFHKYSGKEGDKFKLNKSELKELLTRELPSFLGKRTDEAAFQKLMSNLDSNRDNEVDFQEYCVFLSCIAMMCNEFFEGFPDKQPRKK
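incubation = readout 5 min after mixing, signal stable up to 60 min | system = S100A4 monomer protein | buffer or medium = HEPES pH 7.2 with CaCl2, KCl, NaCl, DTT, Triton | benchmarks = neutral control DMSO, positive control TFP | also added = fluorescent myosin IIA peptide, 5 nM | compound dosing = one concentration per compound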
C2C12 statin – suppression of simvastatin myotoxicity; AID 602340; C2C12 myotubes + simvastatin, ATP luminescence, 48 h; scaled: DMSO 0, geranylgeraniol control 100; hit rate 0.78% among 330,000; rescue of ATP level, % at 7.49 µM;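 active means mean ATP rescue above about 67%, or every replicate alone reaching that limit, limit read from the data, passing the limit was not always enough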;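 further: myotubes were challenged with 10 µM simvastatin during compound exposure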
SIRT5 block – inhibitors of human sirtuin-5 desuccinylase | Q9NXA8 | Purified SirT5, succinyl-peptide AMC, trypsin-coupled fluorescence | inhibition, % at 15 µM | hit rate 1.1% among 330,000; in the data active means inhibition above about 15%
Cneo AK release – Cryptococcus neoformans lysis via adenylate kinase release | C. neoformans lysis, adenylate kinase release luminescence, 4 h; normalised: neutral wells 0, clomiphene wells 100 | lysis activity, % at 15 µM | hit rate 0.2% among 360,000 | AID 651654;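 active means mean lysis activity across replicates of at least 80%, whatever share of replicates individually reach that level; inactive means mean lysis activity below 80%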
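Assay system: C. neoformans cells. Amount: yeast cell density of 5 × 10^6 cells/mL. Technique: AK luminescence. Buffer or medium: YPD. Times: static 4 h at 37 °C with compound, 1 h detection. Dosing: single-point compound dose. Read-out: lysis from increased AK signal.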
Xi reactivation – X-chromosome reactivation activator. hit rate 0.055% among 360,000. activation, % at 7.58 µM. XiGFP mouse fibroblasts, % GFP-positive cells imaging, 3 d; cells co-treated with 5-aza-dC sensitizer; scaled so ellipticine positive control = 100%;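 active means mean normalized replicate activation at least 10% and every replicate at or above 10%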;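 further: 0% = median of on-plate neutral control wells and 100% = ellipticine 6 µM median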
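Material: XiGFP fibroblasts, SV40-immortalized; Buffer or medium: DMEM containing 5-aza-dC; Compound dosing: single point; Times: 3 days compound exposure.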
LGR2 inh – inhibitors of bursicon-induced Drosophila LGR2 receptor cAMP signaling; HEK293 LGR2, CRE-luciferase, bursicon-stimulated, 4 h; inhibition, % at 9.99 µM; hit rate 0.35% among 380,000; AID 720647;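 active means drop in luminescence signal, shown as inhibition above about 50% in the replicate tests, limit read from the data, passing the limit was not always enough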;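 further: agonist challenge used bursicon conditioned medium at about half maximal strength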
ERAP1 HTS inh – blocks human ERAP1 aminopeptidase activity. Q9NZ08. hit rate 0.15% among 340,000. AID 652197. recombinant ERAP1, Leu-AMC fluorescence, 60 min. inhibition, % at 10.7 µM;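 active means mean replicate inhibition of at least 30%, or all replicates individually reaching that 30% level; inactive means mean below 30% and not every replicate reaching it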;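 further: 0% = neutral control wells and 100% = L-leucinethiol positive control wells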
Target sequence (Q9NZ08 whole entry, looked up): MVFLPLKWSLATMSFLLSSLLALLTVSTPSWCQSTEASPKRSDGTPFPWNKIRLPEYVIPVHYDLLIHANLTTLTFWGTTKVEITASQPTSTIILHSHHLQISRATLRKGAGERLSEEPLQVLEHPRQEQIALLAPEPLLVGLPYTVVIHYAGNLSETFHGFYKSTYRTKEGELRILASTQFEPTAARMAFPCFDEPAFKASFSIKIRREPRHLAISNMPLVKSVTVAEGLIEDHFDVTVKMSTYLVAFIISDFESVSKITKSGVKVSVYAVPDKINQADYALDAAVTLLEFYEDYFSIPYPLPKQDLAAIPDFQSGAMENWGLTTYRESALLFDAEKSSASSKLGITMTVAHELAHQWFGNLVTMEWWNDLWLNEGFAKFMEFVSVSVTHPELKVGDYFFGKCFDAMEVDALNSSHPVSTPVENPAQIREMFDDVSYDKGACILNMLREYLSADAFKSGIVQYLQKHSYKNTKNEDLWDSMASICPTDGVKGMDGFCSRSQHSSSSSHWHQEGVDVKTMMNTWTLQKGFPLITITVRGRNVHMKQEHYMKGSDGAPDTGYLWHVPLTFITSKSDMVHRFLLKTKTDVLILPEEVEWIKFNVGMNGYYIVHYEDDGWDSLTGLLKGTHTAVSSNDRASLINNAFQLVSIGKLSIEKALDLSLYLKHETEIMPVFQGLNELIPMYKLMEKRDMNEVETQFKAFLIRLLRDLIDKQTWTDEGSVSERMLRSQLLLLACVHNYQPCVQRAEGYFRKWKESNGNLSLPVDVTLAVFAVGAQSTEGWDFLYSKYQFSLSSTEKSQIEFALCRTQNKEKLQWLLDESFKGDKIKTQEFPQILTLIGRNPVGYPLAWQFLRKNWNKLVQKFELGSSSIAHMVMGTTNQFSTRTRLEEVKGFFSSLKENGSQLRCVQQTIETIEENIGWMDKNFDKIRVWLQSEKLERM
PGC1a acetyl inh – PGC1a acetylation modulation, inhibitor mode | inhibition, % at 15.6 µM | U2OS PGC1a acetylation, AlphaScreen anti-acetyl-lysine; with virally co-expressed GCN5 acetyltransferase | hit rate 0.17% among 350,000;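 active means every replicate shows inhibition of at least 40%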;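 further: 0% = neutral control wells and 100% = positive control wells; some results beyond the cut were filed as inactive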
Numbers without * were called inactive. Not all compounds are listed, so the mix of outcomes need not match the whole.

What do the screens show for `CCC(C(=O)NCc1cccnc1)c1ccccc1` (stereo unspecified)?
S100A4 inh HTS: -1; SIRT5 block: 0; Xi reactivation: 0.3; LGR2 inh: -9; ERAP1 HTS inh: 0; PGC1a acetyl inh: -4

How did COc1cc(C(=O)Nc2cccc(-n3cnnn3)c2)cc(OC)c1OC do in these assays?
S100A4 inh HTS: 4; C2C12 statin: -10; SIRT5 block: 2; Cneo AK release: -2; Xi reactivation: 0.4; LGR2 inh: -15; ERAP1 HTS inh: -2; PGC1a acetyl inh: -12

Results for CCC(=O)NC1CC2CCCC(C1)N2Cc1ccc(C)cc1 (stereo unspecified) ?
S100A4 inh HTS: -2; C2C12 statin: 11; SIRT5 block: -2; Cneo AK release: -1; Xi reactivation: 0.0; LGR2 inh: 1; ERAP1 HTS inh: -2

What do the screens show for `COC(=O)c1ccc(COc2ccccc2/C=N/O)o1`?
S100A4 inh HTS: -2; SIRT5 block: -4; Cneo AK release: 0; Xi reactivation: 0.0; LGR2 inh: -3; ERAP1 HTS inh: 1; PGC1a acetyl inh: -6

Results for O=C(O)C[C@H]1CC[C@@H](NC(=O)c2ccccc2F)[C@H](CO)O1 ?
S100A4 inh HTS: 4; C2C12 statin: 1; SIRT5 block: -2; Cneo AK release: 1; Xi reactivation: 0.5; LGR2 inh: 3; ERAP1 HTS inh: -6; PGC1a acetyl inh: -1

How did O=C(O)c1csc(-c2cccs2)n1 do in these assays?
S100A4 inh HTS: 7; C2C12 statin: -1; SIRT5 block: 6; Cneo AK release: 2; Xi reactivation: -0.1; LGR2 inh: -16; ERAP1 HTS inh: -3; PGC1a acetyl inh: 6

How did C[C@@H]1CN([C@H](C)CO)C(=O)c2ccccc2-c2ccccc2CO[C@H]1CN(C)C(=O)Nc1cccc(F)c1 do in these assays?
S100A4 inh HTS: -8; SIRT5 block: 1; Cneo AK release: 0; Xi reactivation: -0.9; LGR2 inh: 3; ERAP1 HTS inh: 4; PGC1a acetyl inh: 3

How did O=C(Nc1nc2ccccc2n1CCN1CCOCC1)c1ccc(COc2ccccc2Br)o1 do in these assays?
S100A4 inh HTS: -9; SIRT5 block: -5; Xi reactivation: 0.0; ERAP1 HTS inh: 2

What do the screens show for `CO[C@H]1CC[C@@H]2CCN(C)C(=O)C[C@H](c3ccccc3)CN(C)C(=O)c3cccc(C#N)c3OC[C@H]1O2`?
S100A4 inh HTS: 1; C2C12 statin: 0; SIRT5 block: 0; Cneo AK release: 3; Xi reactivation: 0.1; LGR2 inh: 7; ERAP1 HTS inh: 0

Results for CC(=O)N1CCN=C1SCc1cccc(F)c1 ?
S100A4 inh HTS: -1; C2C12 statin: -2; SIRT5 block: 7; Cneo AK release: 0; Xi reactivation: 0.4; LGR2 inh: 11; ERAP1 HTS inh: 2; PGC1a acetyl inh: -8

How did O=C(Nc1ccccc1)[C@H]1[C@H](CO)[C@H]2Cn3c(cccc3=O)[C@@H]1N2C(=O)c1ccc(F)cc1 do in these assays?
S100A4 inh HTS: 6; C2C12 statin: -9; SIRT5 block: 0; Cneo AK release: 1; Xi reactivation: 0.2; LGR2 inh: 4; ERAP1 HTS inh: 4; PGC1a acetyl inh: -4

How did Cc1cc(C)c2c(=O)[nH]c(SCc3ccc([N+](=O)[O-])cc3)nc2n1 do in these assays?
S100A4 inh HTS: -1; SIRT5 block: 4; Xi reactivation: 0.5; LGR2 inh: -5; ERAP1 HTS inh: -3

What do the screens show for `O=C1c2ccc(Oc3ccc([N+](=O)[O-])cc3)cc2C(=O)N1c1ccncc1`?
S100A4 inh HTS: 4; C2C12 statin: -3; SIRT5 block: 2; Cneo AK release: -4; Xi reactivation: 0.2; LGR2 inh: -2; ERAP1 HTS inh: 0; PGC1a acetyl inh: -15

Results for C=CCn1c(SCC(=O)NCCCO)nc2sc3c(c2c1=O)CCC3 ?
S100A4 inh HTS: 3; C2C12 statin: -8; SIRT5 block: 9; Cneo AK release: 0; Xi reactivation: -0.1; LGR2 inh: -5; ERAP1 HTS inh: 0; PGC1a acetyl inh: -19

How did COc1ccccc1N(C)S(=O)(=O)c1ccc(Cl)c(C(=O)NC2=NCCS2)c1 do in these assays?
S100A4 inh HTS: 2; C2C12 statin: -7; SIRT5 block: -1; Cneo AK release: 5; Xi reactivation: 0.2; LGR2 inh: 13; ERAP1 HTS inh: -5; PGC1a acetyl inh: -5

3 entries from above, sorted by length of the SMILES, lowest first.
How did COc1cc(C(=O)Nc2cccc(-n3cnnn3)c2)cc(OC)c1OC do in these assays?
S100A4 inh HTS: 4; C2C12 statin: -10; SIRT5 block: 2; Cneo AK release: -2; Xi reactivation: 0.4; LGR2 inh: -15; ERAP1 HTS inh: -2; PGC1a acetyl inh: -12

How did O=C(Nc1nc2ccccc2n1CCN1CCOCC1)c1ccc(COc2ccccc2Br)o1 do in these assays?
S100A4 inh HTS: -9; SIRT5 block: -5; Xi reactivation: 0.0; ERAP1 HTS inh: 2

How did O=C(Nc1ccccc1)[C@H]1[C@H](CO)[C@H]2Cn3c(cccc3=O)[C@@H]1N2C(=O)c1ccc(F)cc1 do in these assays?
S100A4 inh HTS: 6; C2C12 statin: -9; SIRT5 block: 0; Cneo AK release: 1; Xi reactivation: 0.2; LGR2 inh: 4; ERAP1 HTS inh: 4; PGC1a acetyl inh: -4

Other records follow.
How did O=S(=O)(c1ccccc1)N1CC2(C1)[C@@H](c1ccccc1)[C@@H](CO)N2CCC(F)(F)F do in these assays?
S100A4 inh HTS: -30; SIRT5 block: -2; Xi reactivation: 0.2; LGR2 inh: -15; ERAP1 HTS inh: 8; PGC1a acetyl inh: 5

How did O=C(C[C@H]1CC[C@@H]2[C@H](COC[C@@H](O)CN2CC2CC2)O1)NCc1ccc(Cl)cc1 do in these assays?
S100A4 inh HTS: -3; C2C12 statin: 16; SIRT5 block: -3; Cneo AK release: -1; Xi reactivation: 0.2; LGR2 inh: -5; ERAP1 HTS inh: -1; PGC1a acetyl inh: -1

How did COC(=O)CNC(=O)Cn1cnc2sc(C)c(S(=O)(=O)N3CCN(c4ccccc4OC)CC3)c2c1=O do in these assays?
S100A4 inh HTS: -4; Cneo AK release: -1; Xi reactivation: 0.0; LGR2 inh: -17; ERAP1 HTS inh: -6; PGC1a acetyl inh: -2

What do the screens show for `COc1ccc(-c2csc(NCCc3nc4cc(Cl)c(N5CCCCC5)cc4n3CCOCCO)n2)cc1`?
S100A4 inh HTS: -5; C2C12 statin: 8; SIRT5 block: -1; Cneo AK release: 11; Xi reactivation: 0.0; LGR2 inh: 15; ERAP1 HTS inh: -2

What do the screens show for `COc1cc(CN2CCC(CO)(Cc3cccc(C(F)(F)F)c3)CC2)ccc1F`?
S100A4 inh HTS: 2; SIRT5 block: 1; Xi reactivation: -0.1; LGR2 inh: 4

What do the screens show for `Cc1noc(C)c1NC(=O)N(C)C[C@H]1Oc2ccc(N(C)C)cc2CC(=O)N([C@H](C)CO)C[C@H]1C`?
S100A4 inh HTS: 1; C2C12 statin: -7; SIRT5 block: -1; Cneo AK release: -3; Xi reactivation: 0.7; LGR2 inh: -21; ERAP1 HTS inh: 2; PGC1a acetyl inh: 10

How did C[C@@H]1CN([C@@H](C)CO)C(=O)c2cc(/C=C/c3ccccc3)cnc2O[C@@H]1CN(C)Cc1ccc2c(c1)OCO2 do in these assays?
S100A4 inh HTS: -3; C2C12 statin: 35; SIRT5 block: 2; Cneo AK release: 4; Xi reactivation: -1.2; LGR2 inh: -1; ERAP1 HTS inh: 1; PGC1a acetyl inh: -3

How did O=C(Nc1ccc2c(c1)OCO2)N[C@H]1C=C[C@@H](CC(=O)N2CCN(c3ccccc3)CC2)O[C@H]1CO do in these assays?
S100A4 inh HTS: -25; C2C12 statin: 30; SIRT5 block: -1; Cneo AK release: 2; Xi reactivation: -0.2; LGR2 inh: -2; ERAP1 HTS inh: -3; PGC1a acetyl inh: 2

What do the screens show for `C[C@@H]1CN([C@H](C)CO)C(=O)c2cc(NS(=O)(=O)c3ccccc3)ccc2O[C@H]1CN(C)C(=O)Nc1ccc(C(F)(F)F)cc1`?
C2C12 statin: -19; Xi reactivation: 0.0; LGR2 inh: -12; PGC1a acetyl inh: 12

How did CCCCn1c(=O)[nH]c(=O)c2c1nc(-c1ccccc1OC(F)F)n2C do in these assays?
S100A4 inh HTS: -5; C2C12 statin: -5; SIRT5 block: 3; Cneo AK release: 0; Xi reactivation: 0.0; LGR2 inh: 1; ERAP1 HTS inh: 10

Results for COc1cccc(-c2cc(C(=O)N3CCN(Cc4ccc5c(c4)OCO5)CC3)on2)c1 ?
S100A4 inh HTS: -2; C2C12 statin: 8; SIRT5 block: -2; Cneo AK release: 0; Xi reactivation: 0.1; LGR2 inh: -4; ERAP1 HTS inh: 3; PGC1a acetyl inh: -5

How did COc1ccc(CN(C)C[C@@H]2Oc3ccc(N(C)C)cc3CC(=O)N([C@@H](C)CO)C[C@H]2C)cc1 do in these assays?
S100A4 inh HTS: 4; C2C12 statin: 35; SIRT5 block: 0; Cneo AK release: -2; Xi reactivation: 0.0; LGR2 inh: 6; ERAP1 HTS inh: -1; PGC1a acetyl inh: -3

How did O=C(CSc1nnc(CNc2ccc(F)cc2)n1CC1CCCO1)N1CCOCC1 (stereo unspecified) do in these assays?
S100A4 inh HTS: 3; C2C12 statin: -5; SIRT5 block: -2; Cneo AK release: 3; Xi reactivation: 0.0; LGR2 inh: 1; ERAP1 HTS inh: -2

How did C[C@@H]1CN([C@@H](C)CO)C(=O)c2cc(NC(=O)CCCN(C)C)ccc2O[C@@H](C)CCCCO[C@@H]1CN(C)C(=O)Nc1ccc2c(c1)OCO2 do in these assays?
S100A4 inh HTS: 12; SIRT5 block: -3; Xi reactivation: 0.1; LGR2 inh: 14; ERAP1 HTS inh: 1; PGC1a acetyl inh: 7

Results for COCc1nnc(NC(=O)c2cccc(NC(=O)C(C)C)c2)s1 ?
S100A4 inh HTS: -5; C2C12 statin: 20; SIRT5 block: -5; Cneo AK release: -16; Xi reactivation: 0.2; LGR2 inh: -15; ERAP1 HTS inh: 3; PGC1a acetyl inh: -6

What do the screens show for `O=C(CSCc1ccccc1)Nc1cccc(C(=O)Nc2ccccc2C(=O)O)c1`?
C2C12 statin: 7; Cneo AK release: 21; LGR2 inh: 10; PGC1a acetyl inh: -5

Results for COc1cccc(-c2nc(CS(=O)CC(=O)NC3CCCC3)c(C)o2)c1 (stereo unspecified) ?
S100A4 inh HTS: 9; C2C12 statin: -2; SIRT5 block: 1; Cneo AK release: 1; Xi reactivation: 0.0; LGR2 inh: -11; ERAP1 HTS inh: 3; PGC1a acetyl inh: 0

Results for Cc1cccc(C)c1CC(=O)N1CCOCC1 ?
S100A4 inh HTS: 0; C2C12 statin: -4; SIRT5 block: -1; Cneo AK release: 3; Xi reactivation: 0.0; LGR2 inh: -1; ERAP1 HTS inh: -3; PGC1a acetyl inh: 0

What do the screens show for `C[C@H](CO)N1C[C@H](C)[C@H](CN(C)C(=O)Nc2ccc(C(F)(F)F)cc2)Oc2ccc(NS(=O)(=O)c3ccc(Cl)cc3)cc2C1=O`?
C2C12 statin: -59; Xi reactivation: 2.0; LGR2 inh: 9; PGC1a acetyl inh: 2

Results for CCCCn1nnc(NC(=O)c2ccc([N+](=O)[O-])cc2Cl)n1 ?
S100A4 inh HTS: 6; SIRT5 block: -5; Cneo AK release: 1; Xi reactivation: 0.1; LGR2 inh: 11; ERAP1 HTS inh: -1; PGC1a acetyl inh: 3

Results for Cn1cc(CN2CCC[C@H]2CO)c(-c2cccc(Cl)c2)n1 ?
S100A4 inh HTS: -8; C2C12 statin: 14; SIRT5 block: 10; Cneo AK release: 0; Xi reactivation: 0.1; LGR2 inh: 7; ERAP1 HTS inh: -1; PGC1a acetyl inh: 6
